Screening data deposited in PubChem by National Center for Advancing Translational Sciences (NCATS).
A350 autofl = A350 region autofluorescence. Compound autofluorescence, 340/450 nm, Alexa 350 dye-equivalents; hits give high values. max dye-equivalent concentration, M. actives 11% (n = 59,000). AID 590; in the data active means max dye-equivalent concentration above about 10 nM; inconclusive means mostly about 1.1 nM to 9.6 nM
HEK293 cAMP ctrl = raises cAMP in parental HEK293 cells, TSHR agonist counter-screen | Potency, µM (titrated, usually from 57.1 µM), for inactives: at the top dose activation, most hits filed as activators | actives 2.5% (n = 73,000) | parental HEK293 CNG cAMP sensor, membrane potential fluorescence; further: potency means the concentration at half of the fitted maximal effect; % of control where 0% means no effect; nearly all actives have a fitted effect of over 55% in size
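Parental HEK 293 cells stably expressing a modified CNG channel (no TSHR) report cAMP rise as membrane depolarization. Membrane potential dye with 100 uM RO 20-1724 was loaded for 60 min at room temperature, then compound added for 30 min; fluorescence read at 590 nm.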
Casp1 inh = blocks human caspase-1 allosterically or competitively | P29466 | Caspase-1 enzyme, Ac-WEHD-AFC fluorogenic rate | Potency, µM (top dose mostly 57.5 µM), inactives show at the top dose activity change, negative = inhibition, actives largely listed as inhibitors | actives 0.03% (n = 75,000);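 further: potency means the concentration at half of the fitted maximal effect; plate controls were vehicle for no effect and no substrate for full effect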
FLuc inh = blocks Photinus pyralis firefly luciferase activity. P08659. purified firefly luciferase, luminescence, 8 min. Potency, µM (highest dose often 57.1 µM), for inactives: at the top dose activity change, negative = inhibition, most hits filed as inhibitors. AID 411. actives 2.2% (n = 72,000); further: potency means the concentration at half of the fitted maximal effect; on the % scale 0 is the no-effect control and ±100 the full control effect; nearly all actives have a fitted effect of over 40% in size
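Inhibition of light generation by firefly luciferase from ATP and luciferin was profiled with concentration-response curves per sample, ATP held at 10 uM within the enzyme's linear range. Plates were read by luminescence after an 8-minute ambient incubation.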
Caspase-7 inhib = caspase-7 (human) inhibition, allosteric or competitive. P55210. recombinant caspase-7, Ac-DEVD-AFC fluorescence rate. Potency, µM (top dose mostly 57.5 µM), for inactives: at the highest dose activity change, negative = inhibition, most hits filed as inhibitors. actives 0.02% (n = 75,000). AID 889; active means well fitted inhibition curve with a large enough effect in the main read-out, with a control signal flat, not every such curve was filed as active; inconclusive means small, poorly fitted or top-dose-only effect, or a change in a side signal; further: potency means the concentration at half of the fitted maximal effect; % of control where 0% means no effect
Target sequence (P55210 24-198 limits assumed): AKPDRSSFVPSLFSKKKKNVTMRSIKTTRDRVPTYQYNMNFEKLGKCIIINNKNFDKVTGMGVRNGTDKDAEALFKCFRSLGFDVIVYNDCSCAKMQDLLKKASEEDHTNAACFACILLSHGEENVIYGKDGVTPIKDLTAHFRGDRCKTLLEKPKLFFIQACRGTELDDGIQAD
Target sequence (P55210 207-303 limits assumed): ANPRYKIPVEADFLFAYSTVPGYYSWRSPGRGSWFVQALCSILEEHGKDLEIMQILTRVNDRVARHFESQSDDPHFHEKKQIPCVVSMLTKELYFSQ
ERK AVP inh = inhibitors of vasopressin-stimulated ERK signaling pathway | HEK293-V1b, vasopressin-stimulated pERK AlphaScreen | Potency, µM (titrated, usually from 57.5 µM), inactives show top-dose activity, negative = inhibition, actives largely listed as inhibitors | actives 0.99% (n = 72,000); further: potency means the concentration at half of the fitted maximal effect; on the % scale 0 is the no-effect control and ±100 the full control effect; nearly all actives have a fitted effect of over 55% in size
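HEK293 cells stably expressing V1b receptor, preincubated 30 min at 37 °C with compound, then stimulated 5 min with 25 nM vasopressin. Phospho-ERK by AlphaScreen SureFire after 5 h RT; normalized to DMSO and vasopressin; AC50 by Hill fit.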
USP2a inhib = inhibitors of human ubiquitin-specific protease USP2a. Potency, µM (doses to about 38.3 µM), inactives show at the top dose activity change, negative = inhibition, most hits filed as inhibitors. USP2a enzymatic assay, qHTS inhibition. O75604. actives 0.1% (n = 60,000);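 further: potency means the concentration at half of the fitted maximal effect; nearly all actives have a fitted effect of over 60% in size; plate controls were DMSO for no effect and NEM full inhibition control for full effect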
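Inhibition is measured in a cell-free coupled assay with 20 nM USP2 core, 20 nM Ub-PLA2 and 20 uM NBD C6-HPC, 2.5 h incubation. Activity normalized to NEM control.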
BRCT inh red = BRCT-phosphoprotein interaction inhibition (red fluorophore). BRCT-phosphopeptide binding, red fluorescence polarization. AID 892. Potency, µM (series often up to 76.9 µM), inactives show top-dose activity change, negative = inhibition, usual class: inhibitors. P38398. actives 0.03% (n = 75,000); further: on the % scale 0 is the no-effect control and ±100 the full control effect
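Rhodamine-labelled pBACH1 10-mer (100 nM) bound to BRCT domain (100 nM) at pH 7.3; compounds incubated 12 min room temperature, polarization read. Free peptide defines full inhibition; unlabelled decapeptide titrated as control.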
Tau filament bind = binds recombinant human tau filaments | recombinant tau filaments, thioflavin S fluorescence, 15 h; filaments grown with octadecylsulfate alongside compound | P10636 | actives 2% (n = 71,000) | Potency, µM (highest dose often 57.1 µM), inactives show at the top dose activity change, negative = inhibition | AID 596;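 further: potency means the concentration at half of the fitted maximal effect; on the % scale 0 is the no-effect control and ±100 the full control effect; actives lower thioflavin S fluorescence by blocking filaments or displacing dye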
Target sequence (P10636 whole entry, looked up): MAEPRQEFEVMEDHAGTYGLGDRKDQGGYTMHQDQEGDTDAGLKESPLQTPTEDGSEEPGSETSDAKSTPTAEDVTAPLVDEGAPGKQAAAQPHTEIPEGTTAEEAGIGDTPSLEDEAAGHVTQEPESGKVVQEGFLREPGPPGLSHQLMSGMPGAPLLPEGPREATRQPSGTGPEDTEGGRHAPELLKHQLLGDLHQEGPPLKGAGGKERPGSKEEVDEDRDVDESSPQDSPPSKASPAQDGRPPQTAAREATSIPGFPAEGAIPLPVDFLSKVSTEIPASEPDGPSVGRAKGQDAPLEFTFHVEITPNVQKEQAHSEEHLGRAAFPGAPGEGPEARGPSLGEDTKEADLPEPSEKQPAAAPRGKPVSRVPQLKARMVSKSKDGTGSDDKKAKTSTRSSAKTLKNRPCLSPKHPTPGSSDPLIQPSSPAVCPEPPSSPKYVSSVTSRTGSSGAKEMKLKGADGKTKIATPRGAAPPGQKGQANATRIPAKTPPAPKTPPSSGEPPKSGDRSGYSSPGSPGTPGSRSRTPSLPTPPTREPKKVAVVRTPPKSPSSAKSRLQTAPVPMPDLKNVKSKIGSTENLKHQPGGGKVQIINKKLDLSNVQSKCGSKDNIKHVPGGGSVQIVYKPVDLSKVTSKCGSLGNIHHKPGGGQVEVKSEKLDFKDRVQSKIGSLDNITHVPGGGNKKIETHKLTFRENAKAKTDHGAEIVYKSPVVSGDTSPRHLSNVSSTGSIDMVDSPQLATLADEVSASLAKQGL
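His-tagged recombinant human tau (exons 2, 3, 10; 1 uM final) fibrillized with 30 uM sodium octadecylsulfate, 15 h at 37 C, in pH 7.4 HEPES buffer with 10 uM thioflavine S and 5 mM DTT. Reduced ThS fluorescence (450/510 nm) marks activity.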
BRCT PPI green = BRCA1 BRCT-phosphoprotein interaction inhibition; AID 875; Potency, µM (highest dose often 76.9 µM), without a hit: at the highest dose activity change, negative = inhibition, usual class: inhibitors; actives 0.05% (n = 75,000); P38398; BRCA1 BRCT-phosphopeptide binding, green fluorescence polarization;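 further: potency means the concentration at half of the fitted maximal effect; plate controls were peptide without protein for full effect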
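Compounds were incubated for 12 min at room temperature with a complex of 100 nM fluorescein-tagged pBACH1 decapeptide and 250 nM His-tagged BRCT protein. Buffer was phosphate pH 7.3 with EDTA, DTT and Tween 20. Disruption of binding lowers the polarization signal.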
CRE Fsk mod = CRE-bla signaling modulation under forskolin stimulation | CHO CRE-bla reporter (cAMP response element driving beta-lactamase), forskolin EC10, beta-lactamase ratio | Potency, µM (series often up to 38.2 µM), for inactives: at the highest dose activity change, negative = inhibition, usual class: activators | actives 2.5% (n = 71,000); active means well fitted activation curve with a large enough effect in the signal ratio, with a control signal flat, not every such curve was filed as active; inconclusive means small, poorly fitted or top-dose-only effect, or effect the other way, or a change in a side signal; the % refers to the signal ratio; further: potency means the concentration at half of the fitted maximal effect; % of control where 0% means no effect
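Modulation of forskolin signalling: compounds in titration series added with EC10 NKH 477 to CHO cells carrying a CRE-driven beta-lactamase reporter, 3 h, 37C. CCF4 FRET ratio (460/530 nm, ex 405 nm) gives %activity and AC50.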
Starred values were filed as active, the others as inactive; i = inactive; ? = inconclusive; . = not tested or not shown; [ ] = remark or other dose. Unless noted, the call rests on the fitted dose curve; in most records, active means well fitted curve in the direction sought with a large enough effect; inconclusive means small, poorly fitted or top-dose-only effect, or another doubt; inactive means no such curve, though single readings can be large; an effect the other way counts as inactive or inconclusive.

SMILES | A350 autofl | HEK293 cAMP ctrl | Casp1 inh | FLuc inh | Caspase-7 inhib | ERK AVP inh | USP2a inhib | BRCT inh red | Tau filament bind | BRCT PPI green | CRE Fsk mod
COc1ccccc1C1C(C(N)=O)=C(C)Nc2nc(-c3ccccc3Cl)nn21 (stereo unspecified) | . | 3% | 0% | 2% | -3% | -7% | . | -1.0% | -9% | -0.1% | -2%
O=C(CSc1nc2ccsc2c(=O)n1NC(=O)c1ccccc1)Nc1nccs1 | i | 11% | 1% | 3% | -2% | -14% | 1% | 0.2% | 12% | 0.7% | -1%
CCSc1nc2cc(OC)c(OC)cc2c(=O)n1CC | i | -4% | -2% | 3% | -1% | ? | 3% | -1.5% | 7% | 2.7% | 10µM*
N#Cc1ccc(CN2CCC3(CC2)CCN(C(=O)c2cc(C(F)(F)F)cc(C(F)(F)F)c2)CC3)cc1 | i | 5% | -2% | 2%[11.4 µM] | -1% | -19% | 109%[activator] | -0.1% | 8% | -0.8% | -9%
O=C(Cn1cc2c(n1)CCCCC2)NC1CCN(Cc2ccccc2)CC1 | . | 7% | -1% | 0% | 0% | -8% | . | 1.3% | 17% | -0.2% | -10%
Cc1ccccc1Nc1nnc(SCC(=O)NC(=O)NCc2ccco2)s1 | i | 1% | -1% | -1% | -15% | ? | 17% | -5.0% | -9% | -1.6% | -19%
CCOC(=O)N1CCC(NC(=O)c2ccc3c(c2)N(CC)CCS3)CC1 | . | 9% | -9% | 0% | -25% | 30% | . | -1.2% | 32% | -1.5% | -3%
Cc1cc(C)n(-c2nc3c(c(=O)[nH]c(=O)n3C)n2CC(O)COc2ccccc2C)n1 (stereo unspecified) | i | 13% | 0% | 2% | 0% | 8% | 62%[activator] | -1.7% | 4% | -0.5% | ?
COc1ccc(S(=O)(=O)N2CCN(Cc3cccc(Cl)c3)CC2)cc1 | . | 22% | -3% | 2% | -4% | 39%[activator] | -7% | 0.4% | 8% | 0.7% | ?
COc1ccc2cc3cc(C(=O)NCC4CCCO4)oc3nc2c1 (stereo unspecified) | 8.2e-06M* | 2% | -3% | -4% | -4% | 1% | 7% | -3.0% | -4% | -1.0% | ?
COc1ccc(NC(=O)N2CC[C@@]3(CCCN(C(=O)c4ccc(OC)cc4)C3)C2)cc1 | i | 8% | -3% | 0%[11.4 µM] | 0% | 4% | 28% | -1.0% | -16% | -1.6% | -3%
Cc1nn(C)c(C)c1S(=O)(=O)NCc1cccs1 | ? | 11% | 0% | -1% | -1% | -2% | -1% | -0.2% | 12% | -3.3% | ?
COc1ccccc1N(CC(=O)NC(C)(C)C)C(=O)Cn1nnc(-c2ccc(C)o2)n1 | i | 8% | 4% | 1% | 1% | 7% | 8% | -0.1% | 6% | -0.1% | -4%
Cc1cccc2cc(CN(Cc3cccs3)Cc3nnnn3Cc3ccccc3)c(=O)[nH]c12 | i | ? | -4% | 1% | -8% | -23% | 33%[activator] | -1.4% | 61% | 1.6% | 12%
Cc1ccc(Cl)cc1N1CCN(C(=O)Cn2ccc3ccccc3c2=O)CC1 | i | 24% | -1% | 2% | -3% | 4% | 31%[activator] | 0.0% | 30% | -2.8% | ?
Cc1sc2ncnc(OCC(=O)c3ccc(S(=O)(=O)N4CCCC4)cc3)c2c1C | i | -5% | -1% | -2% | -3% | 11% | 40%[activator] | 0.7% | -24% | -1.0% | -12%
O=C(NCc1ccco1)[C@@H]1CSC2c3ccccc3C(=O)N21 (stereo partly specified) | i | 5% | -2% | -1% | -8% | -14% | 3% | -1.6% | 2% | -2.8% | -14%
CCc1cccc(C)c1NC(=O)CSc1nnc(-c2cc3cc(Br)ccc3o2)n1CC | i | ? | 0% | -1% | -4% | -15% | 39%[activator] | 0.1% | 96% | 2.7% | 9%
Clc1ccccc1-c1nnc2sc(C3COc4ccccc4O3)nn12 (stereo unspecified) | i | 25% | -3% | 2% | -3% | -23% | 49%[activator] | -0.6% | 8% | -0.2% | -6%
C=CCn1c(-c2ccccc2)c[nH]c1=S | i | 13% | 1% | -20% | 1% | -20% | -1% | -0.5% | -6% | -0.7% | -2%
COc1ccc(CCNC(=O)C2CC2)cc1OC | . | 0%[11.4 µM] | -1% | 1% | 0% | 6% | 1%[7.66 µM] | -0.4% | 5%[11.4 µM] | -4.6% | ?
Cc1sc2ncnc(SCC#N)c2c1C | ? | 5% | -7% | 2% | -10% | ? | 26% | 0.4% | -23% | 7.4% | ?
CCOC(=O)c1c(C)c(C(=O)NCc2cccnc2)c(C)n1C | i | 18% | 1% | 1% | -3% | -22% | 5% | -0.7% | -6% | -0.4% | 13%
c1ccc(N2CC[N+]3(CCCC3)CC2)nc1 | i | -3% | 1% | 1% | 0% | 22% | -10% | -0.3% | 1% | 0.3% | ?
Cc1cccc(OCC(O)CN2C(C)(C)CC(O)CC2(C)C)c1C (stereo unspecified) | ? | 16% | 1% | 0% | -1% | -7% | 13% | -0.1% | -7% | -0.5% | 0%
O=c1cc(-c2ccc(O)c(O)c2)oc2cc(O[C@@H]3O[C@@H](CO)[C@@H](O)[C@@H](O)[C@H]3O)cc(O)c12 | i | -2% | . | -2%[11.4 µM] | . | . | . | . | ? | . | -6%
CCCCn1c(S(=O)(=O)O)nc2ccccc21 | i | ? | -1% | 1% | -1% | 6% | -5% | -1.9% | 1% | 0.3% | 18%
Fc1cccc(NCc2cn3ccccc3n2)c1 | i | ? | -2% | ? | 2% | 6% | 5% | -0.3% | 8% | -2.6% | -2%
O=S(=O)(c1ccccc1)c1nc(-c2ccco2)oc1N1CCOCC1 | i | 12% | 0% | 2% | 0% | -1% | -2% | 0.9% | 2% | -1.7% | ?
CCCC(=O)Nc1ccc(N2CCN(C(=O)CCC)CC2)cc1 | i | -8% | 3% | 4% | 1% | 2% | 4% | -0.5% | -6% | -0.7% | -2%
CCN(CC)S(=O)(=O)c1ccc(OC(C)C)nc1 | i | 11% | -2% | 5% | -2% | 4% | -4% | 0.7% | 25% | -0.1% | 0%
Cc1ccc(S(=O)(=O)Cc2ccc(C(=O)NCCCN3CCN(C)CC3)o2)cc1 | i | 4% | -1% | 3% | 0% | 5% | 6% | -0.1% | 7% | 0.9% | 24%
Cc1cccc2cc(CN(CC3CCCO3)C(c3nnnn3Cc3ccco3)C(C)C)c(=O)[nH]c12 (stereo unspecified) | ? | ? | ? | -4% | -13% | -18% | 30%[activator] | 1.3% | 18% | 3.9% | -3%
Cc1noc(C)c1S(=O)(=O)N1CCN(Cc2ccc3c(c2)OCO3)CC1 | . | 4% | -3% | 1% | 0% | 11% | . | -0.1% | -18% | -0.7% | -1%
COc1ccc(NCc2c(O)ccc3ccccc23)cc1 | 1.2e-08M* | -11%[11.4 µM] | 5%[11.5 µM] | 0%[11.4 µM] | 0%[11.5 µM] | 16%[11.5 µM] | . | -1.5%[15.4 µM] | 0%[11.4 µM] | 0.2%[15.4 µM] | -10%[7.6 µM]
CCOC(=O)C1=C(C)N(C)C(=O)NC1c1ccccc1OC (stereo unspecified) | . | 8% | 1% | -1% | 0% | -2% | 3% | 0.7% | 8% | 0.4% | 5%
C(=C\c1ccccc1)/CSc1nnc(-c2ccncc2)n1Cc1ccco1 | i | ? | -2% | -2% | -4% | ? | 29% | -2.2% | -10% | 4.1% | 14%
[O-][n+]1ccc(C2CC2)cc1 | i | 4% | -2% | 0% | 1% | 6% | -6% | -1.2% | 9% | -0.8% | 2%
COc1cccc(-c2nc(NCCN3CCOCC3)c3ccccc3n2)c1 | ? | -9% | 0% | -1%[2.29 µM] | 1% | -9% | 84%[activator] | -0.6% | -6% | 2.7% | ?
O=C(O)CCSCc1ccccc1 | i | 2%[11.4 µM] | 0%[11.5 µM] | 2%[11.4 µM] | 1%[11.5 µM] | -13%[11.5 µM] | . | 0.6%[15.4 µM] | -5%[11.4 µM] | -0.7%[15.4 µM] | ?
CS(=O)(=O)Nc1cccc(-c2ccc3ncnc(NCc4cccs4)c3c2)c1 | i | 13% | -9% | 0%[2.29 µM] | -10% | 16µM* | 209%[activator] | 0.9% | 32% | 1.5% | ?
COc1ccc(N2C(=O)C(Cl)=C(Nc3c(C)n(C)n(-c4ccccc4)c3=O)C2=O)cc1 | i | 2% | -4% | -3% | 1% | 1% | 12% | -1.7% | -7% | -0.8% | -29%
